Screening data as filed in PubChem BioAssay.
MITF TRPM1 HTS: activators of MITF-driven TRPM1 promoter activity in SK-MEL-5 cells; SK-MEL-5 TRPM1-promoter luciferase, 24 h; % of positive control, neutral wells = 0; activation, % at 12.5 µM; 300,000 tested, 0.75% active;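 active = mean activation of at least 80% with every replicate also reaching 80%; inconclusive = mean reaches 80% but some replicate falls short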;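 note: 0% = neutral control wells and 100% = parthenolide positive control wells; values of inactives mirror those of a sister screen read the other way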
cardiac RTF act: cardiac RTF calcium sensitization; 340,000 tested, 0.24% active; IANBD-labeled TnC RTF fluorescence at EC20 calcium; 0% EC20 calcium, 100% full calcium; P19429+P45379; activation, % at 7.2 µM; AID 493008;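 active = activation above the mean over all tested compounds plus 3 SD, cut at about 30% in these data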;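 note: rise in fluorescence read as greater calcium sensitivity of cardiac thin filaments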
CAL PDZ FP-1: inhibitors of human CAL PDZ peptide binding; 300,000 tested, 0.92% active; AID 602252; Q9HD26; inhibition, % at 24.9 µM; purified CAL PDZ, TMR-peptide fluorescence polarization, 1 h;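 active = mean inhibition of at least 30% with at least half of replicates also reaching 30%; inconclusive = no clear call, values can overlap the other calls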;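 note: 0% = DMSO neutral control and 100% = excess unlabeled competitor peptide PRC23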
CDK5 p35 inh: blocks human CDK5/p35 kinase activity; AID 488839; Recombinant CDK5/p35, ADP-Glo luminescence, 60 min; inhibition, % at 10 µM; 330,000 tested, 0.01% active; Q00535+Q15078;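 active = highest replicate inhibition of at least 50% and at least 75% of replicates reaching 50%; inconclusive = only one of the two criteria met; inactive = both criteria failed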;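 note: plate controls were DMSO neutral control for no effect and GW8510 at 10 µM for full effect; many of its hits are not listed in these tables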
Tat export inh: inhibitors of E. coli Tat protein transport; E. coli MC4100 TorA-mCherry Tat export, fluorescence; 340,000 tested, 0.036% active; inhibition, % at 10 µM;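 active = mean replicate inhibition at least 50% and at least half of replicates individually reaching 50%; inconclusive = only one of the two criteria met; inactive = neither criterion met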;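 note: exported cargo escapes ClpAP degradation while cytoplasmic cargo is degraded and loses fluorescence; 0% = median of neutral control wells and 100% = median of NaSCN control wells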
dFosB act: mouse delta FosB homodimer activation. P13346. 340,000 tested, 0.99% active. purified delta FosB, TAMRA-CDK5 oligo fluorescence polarization; percent of positive-control signal above neutral wells. AID 493131. activation, % at 25 µM;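 active = mean activation above about 17%, with every replicate also reaching it, limit read from the data, passing the limit was not always enough; inconclusive = only one of the two conditions met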;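 note: fluorescence polarization rise as delta FosB binds a TAMRA Cdk5 AP-1 oligo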
Target sequence (P13346 whole entry, looked up): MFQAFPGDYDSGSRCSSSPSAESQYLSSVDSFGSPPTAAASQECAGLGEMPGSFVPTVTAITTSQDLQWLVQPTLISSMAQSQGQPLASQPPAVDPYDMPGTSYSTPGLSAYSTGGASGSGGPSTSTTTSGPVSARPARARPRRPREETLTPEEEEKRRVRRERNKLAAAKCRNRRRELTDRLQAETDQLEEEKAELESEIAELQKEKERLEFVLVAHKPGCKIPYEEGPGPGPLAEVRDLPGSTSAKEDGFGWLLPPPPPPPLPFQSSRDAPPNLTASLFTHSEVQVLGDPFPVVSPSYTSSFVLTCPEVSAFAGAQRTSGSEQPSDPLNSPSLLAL
CAL PDZ FP-2: human CAL PDZ-peptide interaction inhibition; purified CAL PDZ, TMR-peptide fluorescence polarization, 1 h; inhibition, % at 20 µM; 330,000 tested, 0.02% active; AID 504414;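 active = highest replicate inhibition of at least 40%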;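 note: plate controls were DMSO neutral control wells for no effect and unlabeled competitor peptide control wells for full effect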
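Material – purified CerCALP PDZ construct · Detection – FP readout, S and P plane fluorescence · Measure – percent inhibition from loss of millipolarization · Controls – unlabelled peptide for full inhibition, DMSO wells as neutral · Probe or stimulus – TMR-labelled reporter peptide T*-PRC34 bound in PDZ groove · Times – 1 h at RT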
Rtt109 Vps75: blocks Candida albicans Rtt109/Vps75 acetyltransferase activity | inhibition, % at 34.9 µM | purified Rtt109/Vps75, ThioGlo CoA-SH fluorescence, 4 h | 330,000 tested, 0.16% active | AID 540336;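 active = inhibition of at least 50% in every replicate; inconclusive = best replicate reaches 50% inhibition but some replicates fall short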
Target sequence (Q5AAJ8 whole entry, looked up): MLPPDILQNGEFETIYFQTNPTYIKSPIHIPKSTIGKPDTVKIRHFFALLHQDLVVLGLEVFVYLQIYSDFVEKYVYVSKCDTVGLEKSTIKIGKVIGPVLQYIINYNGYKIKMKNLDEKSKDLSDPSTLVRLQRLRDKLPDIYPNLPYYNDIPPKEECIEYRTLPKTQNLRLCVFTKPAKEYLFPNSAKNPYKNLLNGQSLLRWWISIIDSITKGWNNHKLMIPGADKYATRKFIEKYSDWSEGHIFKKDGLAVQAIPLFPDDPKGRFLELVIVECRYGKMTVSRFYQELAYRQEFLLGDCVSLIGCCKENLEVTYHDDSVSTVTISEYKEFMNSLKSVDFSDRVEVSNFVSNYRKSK
Wnt act: Wnt/beta-catenin pathway activation | 300,000 tested, 1.2% active | activation, % at 9.35 µM | Wnt/beta-catenin reporter cell assay, activator, plate reader; in the data active = activation above about 30%, passing the limit was not always enough; inconclusive = no clear call, values can overlap the other calls;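 note: 0% = neutral control wells and 100% = positive control wells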
V-ATPase pHluor: yeast V-ATPase proton transport regulation by pHLuorin. S. cerevisiae, pHLuorin cytosolic pH fluorescence. response, % at 10 µM. 350,000 tested, 0.37% active; in the data active = response mostly above about 7.3%, no sharp cut-off; inactive = mostly below about 5.4%; note: actives read high; inactives centre near 0; some compounds called inactive have numbers as strong as hits
An asterisk follows results filed as active; ? = inconclusive; / = no result given.

compound	MITF TRPM1 HTS	cardiac RTF act	CAL PDZ FP-1	CDK5 p35 inh	Tat export inh	dFosB act	CAL PDZ FP-2	Rtt109 Vps75	Wnt act	V-ATPase pHluor
O=C1SC(c2ccccc2)=N/C1=C/c1ccco1	22.8	-12.2	-4.7	0.4	-9.1	-7.1	-0.7	9.0	1.8	0.8
Cc1cccc(CN2CCN(Cc3ccco3)CC2)c1	/	6.0	11.4	-0.7	-0.6	2.1	0.1	-7.1	0.4	0.7
O=C(N/N=C/c1cccc(Oc2ccccc2)c1)c1ccccc1Br	-0.6	7.2	0.7	-0.4	3.8	-1.0	-0.7	-4.0	-1.0	-2.2
CCOC(=O)C(C(C)=O)c1c(Br)c(O)c(O)c2c(C(=O)c3ccc(C)cc3)coc12 (stereo not given)	-46.0	3.4	-0.4	-1.0	-4.6	-13.7	-1.9	-2.9	/	1.0
C=CC[n+]1c(-c2ccc(C)cc2)csc1Nc1ccc(NC(C)=O)cc1	-79.7	-2.5	-4.0	0.4	2.7	-5.4	1.8	9.3	-1.5	4.0
CCOc1ccc(Cn2nnc(C(=O)Nc3cc(OC)cc(OC)c3)c2N)cc1	-0.8	3.5	10.4	1.8	1.7	-8.1	-2.0	-8.1	4.1	-2.2
CCc1sc(C(=O)Nc2ccc(N3CCOCC3)cc2)cc1C	53.4	0.3	2.1	-0.9	-10.5	-12.3	1.1	-0.9	-2.4	-0.5
CCCCN=c1scc(-c2ccc3c(c2)NC(=O)CO3)n1N=C1CCCC1	-26.4	-3.2	-3.9	0.5	12.8	-11.2	/	-1.1	-2.4	3.9
CC1CN(c2nc(-c3ccc(Br)cc3)nnc2-c2ccccc2)CC(C)N1 (stereo not given)	-20.7	4.1	-2.3	0.1	7.5	-7.5	-3.9	14.3	-2.5	-1.1
CN1CCN(c2nc3c(c(=O)[nH]c(=O)n3C)n2Cc2cccc3ccccc23)CC1	8.2	-1.0	-4.0	0.3	4.0	-6.4	-1.7	-7.5	/	2.6
O=C(C[C@H]1C/C=C\CC[C@H](Cc2ccc(F)cc2)C(=O)OC[C@H]2CCCN2C1=O)N[C@H](CO)Cc1ccccc1	10.4	1.2	-2.1	1.2	2.3	-4.2	0.6	3.8	-6.2	1.9
CCN(CC)c1ccc(C2NC(=O)NC(C)=C2C(=O)Nc2ccccc2)cc1 (stereo not given)	-0.1	3.8	-3.6	-0.7	-3.6	-16.8	-0.5	16.9	/	-1.8
COc1cc(/C=N/n2cnnc2)ccc1OCCOc1ccccc1	59.0	-4.1	-6.0	1.7	4.4	-10.4	-1.4	4.7	-0.6	0.7
CCOC(=O)NC(Cc1c[nH]c2ccccc12)C(=O)NCCc1ccc(S(N)(=O)=O)cc1 (stereo not given)	-7.4	1.1	-1.5	-0.9	2.0	0.8	0.2	/	-3.1	-0.8
CCCCn1c(SCC(=O)NC2CCCC2)nc2ccccc2c1=O	-0.2	-4.3	-3.9	-2.7	-2.0	-0.9	-1.6	-2.7	0.5	1.7
COc1ccc(F)cc1S(=O)(=O)N1CCCC(C)C1 (stereo not given)	5.2	-5.5	-4.2	-4.4	-7.4	-3.8	-1.8	26.4	-10.4	-3.6
O=C(NCCc1cccs1)c1ccc(Cl)cc1	23.8	4.8	0.0	0.8	-1.4	-3.4	-0.9	1.2	9.9	-2.8
CCOc1cc(C(=S)N2CCN(C)CC2)ccc1OCC(=O)N1CCOCC1	/	6.7	30.9*	-0.2	-2.7	-2.8	-0.8	-1.5	-4.1	9.3
CCC1C(=O)N=C(SCC(=O)Nc2nc3ccccc3s2)NC1=O (stereo not given)	-9.2	-11.6	0.5	0.0	-4.7	-0.4	-1.3	2.6	1.0	0.9
O=C(/C=C1\NCC2c3ccccc3CCN2C1=O)c1ccccc1 (stereo not given)	/	3.1	-3.3	-0.3	4.5	-7.8	-2.1	2.1	/	-7.5
CCn1c(COC(=O)CNC(=O)c2ccccc2F)nc2cc(S(=O)(=O)N(C)C)ccc21	3.6	5.4	2.8	-0.4	-6.4	-7.4	-1.3	24.3	-0.9	-1.5
CCN(CC)C(=O)N1CCn2c(nc3ccccc32)C1	-4.4	-2.3	3.8	-0.8	-1.1	-16.5	0.8	-4.4	/	-3.1
Oc1ccc(Br)cc1-c1n[nH]c(=S)n1Cc1ccccc1	-10.2	-7.0	-3.2	3.8	13.0	-6.1	-0.1	-0.9	-2.2	2.8
Cc1cccn2c(=O)c3cc(C(=O)O)n(C)c3nc12	-8.2	-2.5	-2.8	6.0	-12.7	0.3	-0.8	-0.4	/	-75.2
COc1ccc(C)c2sc(N(CCN(C)C)C(=O)c3cccc(N4C(=O)CCC4=O)c3)nc12	-7.8	-6.6	/	-1.1	3.2	9.5	-1.3	3.6	-3.5	0.3
Nc1ccc(CNc2ncn[nH]2)cc1	3.8	0.9	-7.0	0.0	-6.4	4.4	0.2	3.2	6.7	-0.2
COCCn1c(C)cc(C(=O)CN2c3cccc4cccc(c34)S2(=O)=O)c1C	5.7	2.2	-5.3	-1.7	1.4	-8.3	-1.6	-5.4	-3.6	-2.6
COc1cccc(NC(=O)CNC(=O)[C@@H]2Cc3ccccc3CN2C(=O)OC(C)(C)C)c1	2.5	-1.6	-2.1	-9.1	-7.3	-12.6	-3.6	-4.8	1.2	-0.6
CCN(c1ccc(OCC(=O)OCC(=O)Nc2ccc(F)c(F)c2F)cc1)S(=O)(=O)c1ccccc1	-5.0	0.7	-1.9	1.0	-1.7	-6.9	0.0	8.4	/	0.0
c1ccc(NCc2cccnc2)cc1	12.1	-5.8	-3.5	0.5	5.8	0.4	0.2	-14.3	/	-0.8
CC(C)(C)c1nn2cnnc2n(/N=C/c2cccc3ccccc23)c1=O	-9.1	1.9	-2.4	-2.2	?	-5.2	-1.3	-2.5	-2.5	-0.3
C[C@H](NC(=O)OC(C)(C)C)C(=O)NCC1CCC(C(=O)N[C@@H](Cc2ccccc2)C(=O)O)CC1 (stereo not given in full)	11.7	-7.8	8.9	0.0	-1.7	4.8	0.6	-0.3	-0.8	5.0
COc1cccc(CC(=O)OCC(=O)NNC(=O)c2ccc([N+](=O)[O-])cc2)c1	11.8	1.5	-3.5	3.5	-6.6	-3.4	-1.3	-9.9	0.5	3.4
CS(=O)(=O)c1ccc(C(=O)NCc2ccc(F)cc2)cc1	-0.3	-3.2	0.1	0.2	-11.8	4.3	-0.4	10.1	-1.0	-0.1
COc1ccccc1NC(=O)C(=O)NCCC1CCCCN1S(=O)(=O)c1ccccc1 (stereo not given)	-10.6	-5.7	1.6	1.4	0.6	-12.7	-0.5	-0.5	-0.4	1.4
CC1SCC(=O)N(CC(=O)NC2CCCCC2)C1=O (stereo not given)	-8.2	2.2	-3.4	-0.2	4.8	2.8	-0.9	3.9	-1.3	3.5
COCCn1c(SCC(=O)N2CC(C)OC(C)C2)nc2c([nH]c3ccccc32)c1=O (stereo not given)	-26.4	-0.6	1.7	0.8	-3.7	-7.2	-2.6	12.2	-1.0	3.7
OCCNCC(O)CN1c2ccccc2Sc2ccccc21 (stereo not given)	/	-10.3	-7.5	-0.5	4.2	-0.4	0.0	3.4	0.2	-1.1
COc1ccc(/C(C)=N/NC(=O)c2cc(-c3cccnc3)nc3ccccc23)cc1	-7.1	-1.6	-0.7	0.4	-2.0	-4.5	-3.0	/	-0.5	1.9
CN1CCN(c2ccc(C(=O)c3ccc(F)cc3)cc2)CC1	71.5	2.9	-1.7	-1.2	0.1	-0.4	-0.2	0.8	/	0.5
COc1ccc(-c2[nH]c(-c3ccccc3)nc2SCC(=O)NC2CCCC2)cc1	/	3.4	-1.1	0.1	5.8	-4.4	0.9	9.4	1.2	0.1
Cc1ccc(NCc2ccc([N+](=O)[O-])s2)cc1	15.6	-2.8	-0.7	-0.1	-2.2	3.0	0.9	-2.0	3.7	5.3
O=C(Nc1ccc(N2CCCC2)cc1)c1cccc(-c2cc3ccccc3oc2=O)c1	15.8	6.8	9.8	-0.5	-3.7	17.5*	0.6	-7.0	/	-1.3
COc1ccc(-c2nc3oc4cc(OC)ccc4c(=O)c3c(=O)n2Cc2ccco2)cc1	0.2	2.4	-1.9	-1.2	4.5	-33.8	-6.9	-6.8	-3.2	-0.9
Cc1c(Br)c([N+](=O)[O-])nn1CCCC(=O)Nc1sc2c(c1C#N)CCC2	0.6	-5.3	-2.4	0.9	-0.5	-9.1	-2.8	9.0	/	-2.5
Cc1cc(C)nc(NS(=O)(=O)c2ccc(NC(=O)c3ccccc3C)cc2)n1	/	4.3	-1.2	0.0	-4.2	7.6	-0.6	0.8	-0.6	-0.1
CC(c1nccs1)N(C)C(=O)CCc1nnc(-c2ccc(-c3ccccc3)cc2)o1 (stereo not given)	-2.5	0.2	-3.2	-1.9	11.2	-16.3	-2.5	8.9	8.4	-1.0
CC1(C)CC(c2nc(-c3ccccc3)cs2)CCS1 (stereo not given)	22.6	-5.3	-3.3	-0.7	6.3	-1.3	-2.4	-2.9	8.6	-2.6
CCOC(=O)Cc1csc(NC(=O)Cc2ccc(C)cc2)n1	4.0	3.4	2.0	-1.5	15.4	2.3	-0.9	1.4	2.7	-1.1
